# GlmU inhibition: inhibition of mycobacterial GlmU enzyme – biochemical, glucosamine-1-phosphate acetyltransferase (AID 1376). inhibition, %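 (tested at 30 µM in the primary screen)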, or IC50 in µM where a hit was titrated. hit rate 0.25% among 220,000. M. tuberculosis GlmU acetyltransferase enzyme assay; higher % means a stronger effect; in the data active = inhibition above about 13%;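 note: 0% = complete reaction with vehicle and 100% = reaction without substrate; strong numbers were not always called active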
# RmlCD inh 1536: M. tuberculosis RmlC/RmlD inhibition | P9WH09+P9WH11 | RmlC+RmlD coupled enzyme assay, percent inhibition; primary screen in compound mixtures | inhibition, % at 3.6 µM | hit rate 0.03% among 160,000; in the data active = inhibition mostly above about 34%, no sharp cut-off; note: some results filed as inactive read as strong as hits
# Target sequence (P9WH09 whole entry, looked up): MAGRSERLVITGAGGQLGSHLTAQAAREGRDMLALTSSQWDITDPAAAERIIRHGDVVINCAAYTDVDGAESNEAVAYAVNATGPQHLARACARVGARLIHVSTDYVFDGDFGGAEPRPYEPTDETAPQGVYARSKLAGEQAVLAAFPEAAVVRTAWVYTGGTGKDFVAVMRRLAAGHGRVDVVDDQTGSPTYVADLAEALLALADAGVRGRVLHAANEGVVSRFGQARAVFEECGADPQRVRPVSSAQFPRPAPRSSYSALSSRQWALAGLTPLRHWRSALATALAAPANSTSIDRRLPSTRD
# Target sequence (P9WH11 whole entry, looked up): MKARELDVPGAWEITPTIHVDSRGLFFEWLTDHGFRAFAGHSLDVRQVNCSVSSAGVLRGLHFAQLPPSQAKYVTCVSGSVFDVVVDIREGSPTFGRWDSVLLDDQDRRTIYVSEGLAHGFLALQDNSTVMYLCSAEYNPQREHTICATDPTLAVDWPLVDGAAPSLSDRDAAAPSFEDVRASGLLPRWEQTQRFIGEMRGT
# * = called active by the depositor; x = not tested or not shown; & = joins results of further samples.
Structure | RmlCD inh 1536 | GlmU inhibition
CC1=C(C(N)=O)C(c2ccco2)C(C(N)=O)=C(C)N1 | -11.8 | 1.5%
Cc1cc(=O)oc(C)c1C(=O)NC1CCCCCCC1 | 3.2 | -0.7%
Cc1ccc2oc(=O)c3cnn(CC(=O)N4CCN(c5ccccc5)CC4)c3c2c1 | x | -8.2%
CC(=O)c1sc(NC(=O)c2cccnc2Cl)nc1C | -8.6 | 6.3%
COc1ccc(OC)c(NC(=O)Nc2nnc(N3CCCCC3C)s2)c1 (stereo not given) | -5.5 | -1.9%
Cc1ccc(CNc2nc(N)c([N+](=O)[O-])c(Nc3ccc(F)cc3)n2)cc1 | 10.7 | 4.0%
CCN1CCC(C(N)=O)CC1 | 0.9 | -0.2%
Cn1c(=O)c2c(nc(CN3CCC(Cc4ccccc4)CC3)n2CCN2CCOCC2)n(C)c1=O | -2.8 | 0.1%
COc1cccc(C2N(c3cccc(Cl)c3)C(=O)C3CCCN32)c1 (stereo not given) | x | 8.9%
CC(=O)N1CCN(c2ccc(NCc3cccs3)cc2)CC1 | x | -4.5%
CC1CCC(NCc2ccco2)CC1 (stereo not given) | 6.8 | 3.6%
O=C(O)CCCCCNS(=O)(=O)c1ccc(Cl)cc1 | x | 2.8%
CC(Oc1ccc(Cl)cc1Cl)C(=O)/C=C/N(C)C (stereo not given) | 11.7 | -4.6%
Cc1ccc(-n2c([C@@H]3C[C@H]3c3ccccc3)n[nH]c2=S)cc1 | 13.5 | 6.5%
O=C(Nc1ccc(Cl)cc1)N1CCN(c2ncccn2)CC1 | 4.8 | 3.2%
Cc1ccc(-n2nnnc2SCc2nc3sc(C)c(C)c3c(=O)[nH]2)cc1 | 10.4 | -3.6%
CCCCOc1cccc(NC(=O)CSc2nccn2C)c1 | x | -1.4%
CCOC(=O)Nc1ccc2c(c1)N(C(=O)N(C)C)c1ccccc1CC2 | 1.3 | 0.6%
CSc1nsc(SC)c1NC(=O)OCC1CCCO1 (stereo not given) | x | -2.6%
CCCOc1ccc([N+](=O)[O-])cc1C1NC(=S)NC(c2ccccc2)=C1C(=O)OCC (stereo not given) | x | -2.9%

# Going on with the list:
Structure | RmlCD inh 1536 | GlmU inhibition
Cn1c(NC(=O)C[n+]2cc(-c3ccc(F)cc3)n3c2CCC3)cc(=O)n(C)c1=O | 14.0 | -4.5%
CCOc1ccc2nc3c(cc2c1)CN(CCOC)C(=NC)S3 | -7.1 | 8.5%
CC(C)COC(=O)NCC12C=CC(O1)C1C(=O)N(c3ccc(Cl)cc3)C(=O)C12 (stereo not given) | 0.3 | -5.0%
CCOc1ccc(N2C(=O)CC(SC(=NC)Nc3cccc(OC)c3)C2=O)cc1 (stereo not given) | -8.7 | 6.8%
C=CCn1c(NCc2ccc3c(c2)OCO3)nc2ccccc21 | 24.1 | 1.6%
O=C(N/N=C/c1cccc(Oc2ccc([N+](=O)[O-])cc2[N+](=O)[O-])c1)c1cncc(Br)c1 | -12.7 | -1.9%
CCOC(=O)c1c(N)sc2c1C1CCN2CC1 | 5.3 | 1.0%
COc1ccc(S(=O)(=O)N2CCOCC2)cc1NC(=O)COc1cccnc1[N+](=O)[O-] | -9.6 | 5.0%
O=C(Cn1cc([N+](=O)[O-])cn1)Nc1ccn(Cc2c(F)c(F)cc(F)c2F)n1 | x | -2.7%
CCn1cc(C(=O)NNC(=O)c2ccc(Cl)cc2)c(=O)c2ccc(C)nc21 | -8.7 | -3.2%
COc1ccc(OC)c(NC(=O)C2CCCN2C(=O)C2CCC(C)CC2)c1 (stereo not given) | -13.2 | -0.2%
Cc1ccc(CSCCNC(=O)/C=C/c2ccc(Cl)cc2)cc1 | x | 6.0%
Cn1c(=O)[nH]c(=O)c2c1nc(N1CCOCC1)n2CCCSc1ncccn1 | 5.5 | 8.6%
CCOc1ccc(/C=C2\SC(=O)N(CCNC(=O)C3COc4ccccc4O3)C2=O)cc1OC (stereo not given) | 5.9 | 0.2%
COc1ccc(-c2[nH]nc3c2C(c2ccsc2)C(C#N)=C(N)O3)cc1 (stereo not given) | 6.6 | 0.0%
COc1ccc(CNC(=O)COc2cc(=O)n(C)c3ccccc23)cc1 | 12.0 | 1.6%
CC1CCCN(C(=O)CSc2nnc(-c3c[nH]c4ccccc34)o2)C1 (stereo not given) | x | -6.1%
Cc1ccc(NC(=O)COc2cccnc2[N+](=O)[O-])cc1S(=O)(=O)N1CCOCC1 | 4.1 | 7.2%
Cc1cc(C)c(NC(=O)C2CCCN2CCOC(=O)c2cccc([N+](=O)[O-])c2)c(C)c1 (stereo not given) | 3.2 | 5.6%
COC(=O)c1ccc[n+](CC(=O)c2ccc(Br)cc2)c1 | 8.3 | -9.0%

# Later entries.
Structure | RmlCD inh 1536 | GlmU inhibition
CCOc1ccc(NC(=O)CSc2nnc(C34CC5CC(CC(C5)C3)C4)n2C)cc1 | x | 5.3%
O=C(Nc1cc(Cl)cc(Cl)c1)c1cnn2cccnc12 | 10.4 | 3.7%
COc1ccc(CC(=O)NC2CCN(Cc3nnnn3C(C)(C)C)CC2)cc1OC | 10.9 | -2.9%
CC1(C)CC(=O)C(C(=O)Cc2ccccc2[N+](=O)[O-])C(=O)C1 | -10.0 | -3.6%
O=C(Nc1ccccc1-c1nc2ccccc2[nH]1)c1sc2ccccc2c1Cl | 7.3 | 1.9%
S=C(Nc1cc(Cl)ccc1Cl)Nn1cnnc1 | -7.9 | 1.5%
COC(=O)C1=C(N)Oc2c(c(=O)oc3ccccc23)[C@]12C(=O)N(C)c1ccccc12 | x | -0.9%
Cc1nn(-c2ccccc2)c(Cl)c1/C=N/O | x | 4.0%
CN(CCc1ccccn1)C(=O)CCNC(=O)Cn1cnc2ccccc2c1=O | -13.7 | -1.5%
COc1nc(OC)nc(N2CCC(C(=O)NCC3CCCCC3)CC2)n1 | x | -1.0%
CN(C)NC(=O)C(NC(=O)c1ccccc1)C12CC3CC(CC(C3)C1)C2 (stereo not given) | 1.1 | 8.0%
CCCc1cc(=O)oc2cc(OCC(=O)N(C)C)c(Cl)cc12 | -4.4 | 2.0%
O=C(c1ccco1)N1CCN(c2ccc([N+](=O)[O-])cc2Cl)CC1 | x | 0.4%
Cc1onc(C(=O)Nc2cccnc2Cl)c1[N+](=O)[O-] | 7.0 | 1.5%
COc1ccccc1-c1ccc(/C=C2\C=CC(=O)O2)o1 | 6.4 | 0.3%
COc1ccc(CN(C)C2c3ccccc3-c3ccccc32)cc1 | -11.6 | -7.2%
CCOC(=O)c1sc2ncn(/N=C/c3ccc(O)c(OC)c3)c(=O)c2c1C | x | 2.1%
CCC(C)Nc1nc(N)c([N+](=O)[O-])c(NCCO)n1 (stereo not given) | 13.4 | -0.1%
CCOc1ccc2nc(SCC(=O)NC3CCCc4ccccc43)sc2c1 (stereo not given) | x | -2.2%
CC(=O)c1ccc(Nc2nc(NCCO)nc(OC(C(F)(F)F)C(F)(F)F)n2)cc1 | -4.1 | -0.6%

# (continued)
Structure | RmlCD inh 1536 | GlmU inhibition
COc1ccc(NC(=O)Nc2ccc3c(c2)CCC3)cc1OC | -6.1 | -0.6%
O=C(NC1CCCCCC1)C1CC(=O)N(Cc2ccccc2)C1 (stereo not given) | 2.6 | 7.0%
O=c1[nH]c2cc3c(cc2cc1C(c1nnnn1C1CCCC1)N1CCSCC1)OCCO3 (stereo not given) | 0.1 | x
COc1ccccc1N(C(=O)NCc1ccccc1)C1=NCC(C)S1 (stereo not given) | -43.6 | 1.1%
CC12CCC(C(=O)Nc3ccccc3)(C/C1=N\O)C2(C)C (stereo not given) | -1.8 | 1.4%
Oc1ccccc1N1CCN(c2ncnc3sc(-c4ccccc4)cc23)CC1 | -7.2 | 2.8%
CC(C)(C)c1ccc(C(=S)N2CCN(c3ccccc3)CC2)cc1 | x | 9.6%
NC(=O)C1CCN(CCS(=O)(=O)c2ccc(Cl)cc2)CC1 | 1.5 | 2.3%
Cc1cc(NC(=O)COC(=O)COc2ccc3c4c(c(=O)oc3c2)CCC4)no1 | x | -0.5%
CCN1CC=C2C(C1)C(c1ccc(Cl)s1)C(C#N)=C(N)C2(C#N)C#N (stereo not given) | 4.9 | x
O=C(/C=C/c1ccco1)Nc1cccc(S(=O)(=O)N2CCOCC2)c1 | 31.8 | 2.8%
CC1C2C(C)N(C)C(=O)N(C)C2N(C)C(=O)N1C (stereo not given) | x | 2.2%
Cc1cc(Cl)ccc1OCC(=O)NNC(=O)C1CCCO1 (stereo not given) | -9.3 | -2.3%
COc1cccc(-c2nc3ccccc3c(=O)o2)c1 | 4.8 | -4.5%
Cc1ccc(SCCOCCN2CCc3ccccc3C2)cc1 | -9.1 | -6.2%
O=C(c1ccncc1)N1CCN(C(=O)c2cccc3ccccc23)CC1 | 10.8 | -5.3%
C=CCn1c(SCC(=O)Nc2ncc(Cc3cc(Cl)ccc3Cl)s2)nnc1-c1ccncc1 | 8.6 | 0.8%
CCc1cccc2c(C(=O)CCl)c[nH]c12 | -5.8 | 1.2%
CCC(=O)Nc1ccc(NC(=O)CN2CCCC(C)C2)c(Cl)c1 (stereo not given) | 3.5 | 2.7%
CCN(CC)C(=O)COc1ccc(/C(C)=N/Nc2ncc(Cl)cc2Cl)cc1 | -3.5 | x

# (more compounds)
Structure | RmlCD inh 1536 | GlmU inhibition
CC1=C(C(=O)O)N2C(=O)[C@@H](NC(=O)CCCC(=O)O)[C@H]2SC1 | 86.2 | 5.0%
O=c1[nH]c(CN(CCO)CCO)nc2c1C1(CCCCC1)Cc1ccccc1-2 | 5.8 | 2.6%
CCc1ccccc1OCCCOc1ccc(OC)cc1 | -5.9 | -0.6%
COc1ccc(CN(C(=O)c2cnccn2)C(C(=O)Nc2ccc(F)cc2)c2ccccc2)cc1 (stereo not given) | 0.2 | -8.8%
Cc1cc(OC(=O)c2cccs2)c2c3c(c(=O)oc2c1)CCCC3 | x | -0.1%
COc1ccc(CC(=O)Nc2c3c(nn2-c2cccc(Cl)c2)CS(=O)C3)cc1 (stereo not given) | x | -4.0%
COc1ccc(-c2csc(Cc3nnc(N4CCOCC4)n3-c3ccccc3)n2)cc1 | 0.6 | 0.1%
COc1ccc(OC)c(C2C3=C(COC3=O)Nc3cc4c(cc32)OCO4)c1 (stereo not given) | -10.1 | 6.0%
Cc1cccc(C)c1NC(=S)NCCSc1ccc(Cl)cc1 | -2.8 | -9.3%
O=C(CN1CCOCC1)Nc1ccc2c(c1)CCC2 | x | 0.0%
Cc1sc2nnn(CC(=O)N3CCN(C(=O)c4ccco4)CC3)c(=O)c2c1C | x | -0.8%
O=S(=O)(NC1CCCCC1Sc1ncccn1)c1ccc(Cl)cc1 (stereo not given) | -3.8 | -3.0%
CCOC(=O)CCCNC(=O)CCNC(=O)c1ccc(OCCC(C)C)cc1 | -12.0 | -3.0%
CC1CCN(C(=O)CNC(=O)c2cccc(OC(F)F)c2)CC1 | 2.0 | 0.9%
COc1ccc(C(=O)Nc2cc(OCc3ccccc3)c(Cl)cc2Cl)cc1 | 10.3 | 0.0%
CCCCN(C(=O)NC(=O)Nc1ccc(C)cn1)S(C)(=O)=O | -4.9 | -1.3%
CCOC(=O)c1sc(NC(=O)CSc2nnnn2-c2ccc(C)cc2)c(C(=O)OCC)c1C | -4.2 | 3.0%&1.6%
O=S(=O)(NCC1CCCO1)c1cccc2nsnc12 (stereo not given) | -5.7 | -1.0%
Cc1c(Cl)cccc1NC(=O)CCC(=O)NNC(=O)c1ccccc1Cl | x | 5.1%
Cc1cc(C)nc(N2CCCC(C(=O)NCc3ccccc3F)C2)n1 (stereo not given) | 12.1 | 2.6%

# Grouped by structure: the entries above with a furan ring, fused or not (six)
Structure | RmlCD inh 1536 | GlmU inhibition
CC1=C(C(N)=O)C(c2ccco2)C(C(N)=O)=C(C)N1 | -11.8 | 1.5%
CC1CCC(NCc2ccco2)CC1 (stereo not given) | 6.8 | 3.6%
O=C(c1ccco1)N1CCN(c2ccc([N+](=O)[O-])cc2Cl)CC1 | x | 0.4%
COc1ccccc1-c1ccc(/C=C2\C=CC(=O)O2)o1 | 6.4 | 0.3%
O=C(/C=C/c1ccco1)Nc1cccc(S(=O)(=O)N2CCOCC2)c1 | 31.8 | 2.8%
Cc1sc2nnn(CC(=O)N3CCN(C(=O)c4ccco4)CC3)c(=O)c2c1C | x | -0.8%

# (more compounds)
Structure | RmlCD inh 1536 | GlmU inhibition
CCOC(=O)c1cc(CC)sc1/N=C/C1C(=O)CC(C)(C)CC1=O | -11.2 | -0.4%
COc1cc(CNc2nnnn2C)ccc1OCc1c(F)cccc1Cl | 64.7 | 2.5%
CCOC(=O)c1ccc(NC(=O)CCn2nnc3ccccc32)cc1 | x | 3.3%
CC12CN(S(=O)(=O)c3ccccc3)CC(C)(CN(S(=O)(=O)c3ccccc3)C1)C2 | 3.0 | 2.6%
COCCCn1c(=S)[nH]c(C)c(C)c1=O | 7.3 | 1.6%
O=C1CCCC/C1=C/NCc1ccc(F)cc1 | 2.4 | 0.6%
Cc1ccc(C)c2c1cc(C)c1nnc(SCC(=O)Nc3cccc(C(=O)O)c3)n12 | 6.2 | 4.2%
Cc1csc(NC(=O)CSc2nnc(Cn3c(=O)sc4ccccc43)n2-c2ccccc2)n1 | 19.0 | -1.5%
CCN(CC)c1ccc(/C=N/NC(=O)c2ccccn2)cc1 | 5.2 | 3.7%
COc1cc(-n2c(=O)c3ccccc3n(CC(=O)c3ccc(F)cc3)c2=O)cc(OC)c1OC | -5.3 | -6.8%
CCCCNC(=O)Nc1ccc(C(O)(C(=O)OC)C(F)(F)F)cc1 (stereo not given) | x | 6.4%
CC(C)(C)n1[nH]c2c3c(ccc2c1=O)C(=O)c1ccccc1C3=O | 4.3 | 0.6%
CCCCNC(=O)CSc1nc2ccccc2c(=O)n1Cc1ccc2c(c1)OCO2 | x | 0.1%
CCCCC(=O)Nc1sc2c(c1C#N)CC(C)(C)OC2 | x | -1.4%
CC(Sc1nc(-c2ccccc2)cc(C(F)(F)F)n1)C(=O)NCc1ccco1 (stereo not given) | 12.2 | -2.5%
Cc1ccc(NC(=O)CSc2nc3ccccc3c(=O)n2CCCN2CCCCC2)cc1C | 13.7 | -11.8%

# Source: PubChem

# This is a subset; the hit share may differ from the screen's.
